BoNT F protease – BoNT F light chain protease inhibition. Multiplex microsphere protease cleavage assay, flow cytometry. 360,000 compounds, 0.22% hits. inhibition, % at 10 µM; in the data active means inhibition above about 35%, passing the limit was not always enough; inconclusive means no clear call, values can overlap the other calls; further: plate controls were buffer without enzyme for full effect and enzyme alone for no effect
Anthrax LF inh2 – anthrax lethal factor protease inhibition | 360,000 compounds, 0.12% hits | inhibition, % at 10 µM | P15917 | multiplex microsphere protease cleavage assay, LF; further: plate controls were buffer without enzyme for full effect and enzyme alone for no effect
GDH-TPI counter – counter-screen for M. tuberculosis FBA inhibitors: GDH-TPI coupled enzymes; 360,000 compounds, 1.2% hits; inhibition, % at 4.8 µM; AID 588335; GDH-TPI coupled enzyme counterscreen, NADH absorbance; in the data active means inhibition above about 30%;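 further: 0% = DMSO wells and 100% = wells lacking the enzyme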
FadD28 binding – blocks FadD28 binding to the bisubstrate probe. fluorescence polarization. inhibition, % at 12.5 µM. 360,000 compounds, 0.22% hits. AID 588549; in the data active means inhibition above about 8.5%, passing the limit was not always enough; inconclusive means no clear call, values can overlap the other calls
PfHsp40 yeast – compounds rescuing yeast from Plasmodium falciparum HSP40 toxicity. growth rescue, % at 12.5 µM. S. cerevisiae expressing PfHsp40, growth rescue, ATP luminescence. 340,000 compounds, 0.68% hits; in the data active means growth rescue above about 28%, passing the limit was not always enough; inconclusive means no clear call, values can overlap the other calls;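 further: yeast W303a lacking pdr1 and pdr3 grown in galactose medium; growth measured after three days at 30 °C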
Mtb FBA inh – inhibits M. tuberculosis FBA enzyme. inhibition, % at 1 µM. 360,000 compounds, 2.3% hits. purified M. tuberculosis FBA, fluorescence read-out. P9WQA3; in the data active means inhibition above about 27%;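 further: 0% = vehicle and 100% = reference inhibitor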
Target sequence (P9WQA3 whole entry, looked up): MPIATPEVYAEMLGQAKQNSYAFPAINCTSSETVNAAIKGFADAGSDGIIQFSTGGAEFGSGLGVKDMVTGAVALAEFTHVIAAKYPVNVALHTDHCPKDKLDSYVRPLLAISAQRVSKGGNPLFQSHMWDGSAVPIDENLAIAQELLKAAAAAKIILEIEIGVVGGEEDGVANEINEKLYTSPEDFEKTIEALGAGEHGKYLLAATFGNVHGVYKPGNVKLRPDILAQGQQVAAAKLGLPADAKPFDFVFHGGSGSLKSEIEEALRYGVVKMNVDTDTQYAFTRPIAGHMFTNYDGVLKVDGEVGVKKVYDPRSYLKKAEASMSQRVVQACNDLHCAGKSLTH
BioA inh – inhibitors of Mycobacterium tuberculosis BioA enzyme; purified M. tuberculosis BioA enzyme, plate reader; inhibition, % at 9.99 µM; 360,000 compounds, 0.096% hits; AID 602481; in the data active means inhibition above about 40%; inconclusive means no clear call, values can overlap the other calls
Mtb UGM inh – blocks M. tuberculosis UGM enzyme; P9WIQ1; purified UGM, fluorescence polarization probe displacement; inhibition, % at 10 µM; 320,000 compounds, 0.06% hits; AID 504406; in the data active means inhibition above about 10%, passing the limit was not always enough; inconclusive means no clear call, values can overlap the other calls
Target sequence (P9WIQ1 whole entry, looked up): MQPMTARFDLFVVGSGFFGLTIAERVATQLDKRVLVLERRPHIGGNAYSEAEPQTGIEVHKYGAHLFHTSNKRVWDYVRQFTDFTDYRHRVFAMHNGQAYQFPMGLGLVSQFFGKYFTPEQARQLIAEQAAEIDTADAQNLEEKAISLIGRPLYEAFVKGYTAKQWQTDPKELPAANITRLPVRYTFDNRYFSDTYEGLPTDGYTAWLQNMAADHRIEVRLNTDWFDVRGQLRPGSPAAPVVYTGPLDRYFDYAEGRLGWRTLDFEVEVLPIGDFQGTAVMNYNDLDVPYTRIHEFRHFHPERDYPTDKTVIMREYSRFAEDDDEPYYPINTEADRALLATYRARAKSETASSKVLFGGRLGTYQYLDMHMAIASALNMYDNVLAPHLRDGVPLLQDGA
BoNT A protease – inhibitors of Botulinum neurotoxin A light chain protease. multiplex microsphere protease substrate cleavage, flow cytometry. inhibition, % at 10 µM. 360,000 compounds, 0.17% hits. AID 588499; further: plate controls were buffer without enzyme for full effect and enzyme alone for no effect
Numbers without * were called inactive; u = inconclusive; x = no result given. Unless noted, no stated cut-off is given here; in the data, active means inhibition above about 30%; inconclusive means no clear call, values can overlap the other calls; inactive means below that.

Sequence of screens – BoNT F protease, Anthrax LF inh2, GDH-TPI counter, FadD28 binding, PfHsp40 yeast, Mtb FBA inh, BioA inh, Mtb UGM inh, BoNT A protease
> COc1ccc(OC)c(CNc2ccc3c(c2)CCC3)c1
  u, 0, 4, -3.6, -0.7, 6, 0.8, -0.7, -5.4
> Cc1ccc([N+](=O)[O-])cc1S(=O)(=O)N1CCN(C)CC1
  2, 0, -1, 0.1, 0.4, 0, x, 2.2, -0.8
> COc1ccccc1NS(=O)(=O)c1cc(C(=O)NCC(c2ccco2)N(C)C)ccc1C (configuration not stated)
  10, 0, -1, -2.8, x, -2, x, 1.2, 0.7
> COc1ccc(NC(=S)Nc2ccc(N)c([N+](=O)[O-])c2)cc1
  -24, -16, 1, -2.1, -1.2, -1, 8.2, 2.9, 1.1
> COc1ccc(C(=O)NC2CC(C)(C)NC(C)(C)C2)cc1OC
  -4, -4, 3, -2.9, -0.1, 0, 3.5, -0.5, -0.2
> COc1ccc(CCCc2nnc(SCC(=O)Nc3nc(C)cs3)n2C)cc1C
  -12, -16, 8, -1.9, -0.1, -2, x, 1.6, -1.4
> Cc1cc(C)nc(NC=C2C(=O)OC(C)(C)OC2=O)n1
  -5, -2, 0, -2.5, -0.2, 0, x, 1.5, 0.5
> c1ccc(-c2nc(N3CCCCC3)nc3ccccc23)cc1
  -2, 5, -4, -4.5, -0.6, 15, -0.1, 4.4, 9.0
> CN1CCN(C(=S)c2ccc(-c3cccc([N+](=O)[O-])c3)o2)CC1
  u, 4, 14, -1.4, -0.1, -3, x, 0.7, 7.1
> COc1ccc(C(CNC(=O)COc2c(C)cc(C)cc2C)N2CCOCC2)cc1 (configuration not stated)
  3, 0, 7, -3.5, 0.2, -1, 0.4, -1.4, 3.2
> COc1ccc(OC)c(NC(=O)CSc2ccc3nnc(-c4cccnc4)n3n2)c1
  -7, -2, 1, -4.0, -1.3, 0, 5.4, -0.8, -0.4
> O=C(CCCOc1ccc(Br)cc1)NCCc1ccc(OC(F)F)cc1
  -8, 0, 1, -2.9, 0.0, -3, -0.8, 6.3, -1.1
> O=C1CCc2cc(S(=O)(=O)Nc3ccccc3)cc3c2N1CC3
  -6, -1, 8, 1.5, 0.7, 3, x, 0.7, 0.9
> CS(=O)(=O)C1=NSC2=NC(=O)/C(=C\c3cccn3-c3ccc(Cl)cc3)C(=N)N21
  3, 1, 16, -17, 2.8, 2, x, 1.6, -0.5
> CC(=O)OCC(=O)C1(O)CCC2C3CCC4=CC(=O)CCC4(C)C3C(O)CC21C (configuration not stated)
  -17, 7, 3, -0.1, 1.1, 0, -0.7, x, -1.4
> Cn1c(O)c(C2=c3ccccc3=NC2=O)[nH]c1=S
  -4, 2, 7, -4.8, -0.5, -4, x, 0.6, 0.8
> Cc1cc(OCC(=O)N[C@H](C(=O)O)c2ccccc2)c2c3c(c(=O)oc2c1)CCC3
  -2, -13, 4, -2.1, 2.1, 114*, 0.8, -2.9, 0.0
> Cc1ccc(/C=N/NC(=O)Cn2nccc2C)o1
  x, x, 11, -0.6, -0.3, 0, -1.4, -0.6, x
> Cc1ccc(C(C)C)c(OCC(=O)N/N=C/C2CCCCC2)c1
  3, -1, -1, -0.2, -0.2, 0, x, 0.1, 0.4
> Cc1nc2ccccn2c1C(=O)NC1CCCCC1
  -3, -6, 3, -1.9, -1.0, 4, -0.1, -0.9, 0.8
> COc1cccc(NC(=S)N(CCc2c(C)[nH]c3ccc(C)cc23)Cc2cccs2)c1
  -4, -8, -2, -1.5, -0.5, 3, -1.3, 1.3, -0.7
> O=C(NC1CCCc2ccccc21)c1c(F)cccc1Cl (configuration not stated)
  2, -4, -16, -3.7, -1.1, -2, 0.9, -1.1, 0.2
> O=[N+]([O-])c1cccc2c(N3CCCC3)ccnc12
  4, -5, 3, 0.6, 1.5, -5, 1.1, 1.6, 0.5
> CN(C)CCN1CCN(c2cc(-c3cccc(Cl)c3)nc3ccnn23)CC1
  -71, -19, 14, -1.8, x, 15, 0.1, x, 2.7
> CCC(=O)NC(=S)Nc1ccccc1C(F)(F)F
  -4, -4, 6, -1.2, -0.1, -3, x, 1.6, -0.8
> Cc1c(C#N)c2ncn(Cc3ccccn3)c(=O)c2n1-c1ccccc1
  -3, 3, 15, -0.3, 0.1, 9, 1.1, 3.8, -0.4
> CCc1ccc(CNc2ccc3c(c2)ncn3C(C)(C)C)cc1
  16, -5, 12, 0.5, -0.4, 3, -1.3, 1.7, 3.7
> O=C(O)c1cccc(NC(=S)N/N=C/c2cccnc2)c1
  0, 0, 12, -4.5, -0.3, 2, x, -2.2, -0.7
> CC1(C(=O)Nc2ccc3c(c2)OCCO3)CC1(Cl)Cl (configuration not stated)
  6, 0, -4, -2.7, -0.7, -3, -0.5, -1.4, 0.9
> OCc1ccccc1NC(=S)Nc1cccnc1
  -8, -3, 4, -0.4, -0.6, 5, x, -0.8, -6.6
> CCCCCCNC(=O)CC(NS(=O)(=O)c1ccc(NC(C)=O)cc1)C(C)C (configuration not stated)
  -4, 1, 20, -1.0, 0.0, 4, -8.3, -0.1, -0.1
> CCCn1c(=O)n(C)c(=O)c2c(SCC(=O)Nc3cc(C)on3)nc(C(C)(C)C)nc21
  -3, -2, 6, -0.3, 0.1, 1, 2.0, 0.7, -0.4
> O=C(C1=C(O)C(=O)N(CC2CCCO2)C1c1ccccc1[N+](=O)[O-])c1ccco1 (configuration not stated)
  -28, 2, -3, -3.2, -0.3, -3, x, 0.9, -4.6
> CN(C)CCNC(=O)CN1C(=O)COc2ccc(C(C)(C)C)cc21
  2, -1, -2, 1.0, -0.3, 4, -1.1, 2.0, -0.2
> O=C(NC1CCCCCC1)C1CCN(c2nc3ccccc3o2)CC1
  -1, 4, 18, 0.0, -0.4, 1, -1.2, 0.3, -0.2
> Cc1cc(Cl)ccc1NNC(=O)c1c(C)noc1C
  u, -16, 4, -1.1, -1.5, 0, x, -1.0, -5.7
> O=C(COc1cccc(F)c1)NNC(=O)Cc1ccc(Br)cc1
  -14, 1, 1, -1.9, 0.0, -1, -0.6, -0.3, -2.9
> O=c1c2cnn(-c3ccccc3)c2ncn1CCc1ccccc1
  2, -1, -1, -0.1, 0.8, 4, x, -5.9, 0.2
> Cn1cc(Br)c(C(=O)N2CCc3ccccc32)n1
  -4, 4, -3, -2.2, 1.7, 0, 0.5, 1.9, -0.8
> COc1ccc(CC(N)c2csc(NC(=O)Nc3ccccc3-c3ccccc3)n2)cc1 (configuration not stated)
  -23, -7, -6, -1.8, x, 3, -0.7, x, -0.7
> Cc1oc(/C=N/NC(=O)CC2(C)OCCO2)cc1Br
  -1, 1, 16, -0.2, 0.2, 1, 1.3, 0.2, 0.1
> Cc1cc(C)nc(NC(=O)c2cc(-c3ccc4c(c3)OCO4)nc3ccccc23)c1
  -11, 2, 15, -2.4, 0.8, 9, -3.1, 3.0, 1.8
> CSc1cccc(NC(=O)/C=C/c2ccc(Cl)cc2)c1
  -1, -10, 5, -11, u, 14, x, -0.7, 2.0
> c1ccc(CSc2nnc(-c3ccco3)n2Cc2ccco2)cc1
  8, -4, -2, -4.9, -0.3, -1, 9.4, -2.2, -0.4
> Cc1ccccc1NC(=S)/C(=C(\[O-])c1cc(C)n(Cc2ccccc2Cl)c1C)[n+]1ccccc1
  -7, -1, 6, -1.5, 1.0, 0, x, 2.4, 1.1
> Cc1sc2ncnc(NCC3COc4ccccc4O3)c2c1C (configuration not stated)
  0, 2, 5, 1.3, 5.8, 3, x, -0.2, -0.5
> Cc1ccc2nc(SCC(=O)NCCCN3CCCC3=O)[nH]c2c1
  0, 1, 3, -2.5, -1.3, -2, 0.4, 2.2, 2.3
> CCc1ccc(OCc2nnc(SCC(=O)Nc3cccc(C(=O)N4CCOCC4)c3)o2)cc1
  46*, 1, 0, -0.6, 0.8, -7, x, -1.8, 4.8
> Cc1ccc(S(=O)(=O)N2CCN3CCCC3C2)cc1 (configuration not stated)
  u, 10, 5, 0.4, -1.9, 0, -0.1, -3.6, -0.8
> O=C(NCCSCc1c(F)cccc1Cl)c1ccc(CN2CCOCC2)cc1
  16, 8, -4, -1.8, -0.3, 3, -0.7, 4.3, 1.0
> COc1cccc(NC(=S)NC2CC3CCCC(C2)N3C2CCCC2)c1 (configuration not stated)
  -8, 5, 1, -0.6, -1.0, 1, x, -0.1, 1.3
> Cc1cc(C)nc(SCc2nnc(SCC(=O)Nc3nc(-c4ccccc4)cs3)n2-c2ccccc2)n1
  10, -4, 2, -3.6, -1.5, 1, -6.8, 2.0, 1.2
> CCOc1nc(NCCN2CCOCC2)nc(NC(C)C)n1
  -13, -2, 3, -4.7, -0.2, -14, -1.6, -1.3, 0.8
> Cc1sc(NC(=O)/C=C/c2ccco2)c(C(=O)OC(C)C)c1C
  -7, -1, 3, -0.5, -0.8, -3, x, 1.2, -0.2
> CCN(Cc1ccccc1)S(=O)(=O)c1cc(C(=O)OC)n(C)c1
  0, 4, 3, 0.2, -0.5, 6, -2.5, 1.9, 0.2
> O=C1NC(Cc2ccc(O)cc2)c2nc3ccc(Br)cc3c(=O)n2-c2ncccc21 (configuration not stated)
  -1, 2, -5, -5.8, x, 0, x, x, -0.2
> CCN(CC)CCc1nc(-c2ccccc2)no1
  1, 6, -4, -0.5, -1.2, 4, -0.9, 2.6, -0.5

Shown with each value named: two of the compounds above
CCc1ccc(OCc2nnc(SCC(=O)Nc3cccc(C(=O)N4CCOCC4)c3)o2)cc1
  BoNT F protease: 46*	Anthrax LF inh2: 1	GDH-TPI counter: 0	FadD28 binding: -0.6	PfHsp40 yeast: 0.8	Mtb FBA inh: -7	BioA inh: x	Mtb UGM inh: -1.8	BoNT A protease: 4.8
Cc1ccc(S(=O)(=O)N2CCN3CCCC3C2)cc1 (configuration not stated)
  BoNT F protease: u	Anthrax LF inh2: 10	GDH-TPI counter: 5	FadD28 binding: 0.4	PfHsp40 yeast: -1.9	Mtb FBA inh: 0	BioA inh: -0.1	Mtb UGM inh: -3.6	BoNT A protease: -0.8

Individual results from the list.
Entry for CN(C)CCNC(=O)CN1C(=O)COc2ccc(C(C)(C)C)cc21 in GDH-TPI counter: -2
Entry for CCCn1c(=O)n(C)c(=O)c2c(SCC(=O)Nc3cc(C)on3)nc(C(C)(C)C)nc21 in PfHsp40 yeast: 0.1
Entry for Cc1cc(Cl)ccc1NNC(=O)c1c(C)noc1C in PfHsp40 yeast: -1.5
Entry for O=C(C1=C(O)C(=O)N(CC2CCCO2)C1c1ccccc1[N+](=O)[O-])c1ccco1 (configuration not stated) in Mtb FBA inh: -3
Entry for O=C(NC1CCCCCC1)C1CCN(c2nc3ccccc3o2)CC1 in Anthrax LF inh2: 4

Only PfHsp40 yeast, BioA inh and BoNT F protease, for some of the entries so far:
SMILES,PfHsp40 yeast,BioA inh,BoNT F protease
O=C1NC(Cc2ccc(O)cc2)c2nc3ccc(Br)cc3c(=O)n2-c2ncccc21 (configuration not stated),x,x,-1
CCN(CC)CCc1nc(-c2ccccc2)no1,-1.2,-0.9,1

Compound activity as filed in PubChem.
